Screening data: PubChem BioAssay, several laboratories
CendR NRP1 mod: alters CendR peptide binding to human NRP-1; O14786; FAM-RPARPAR peptide binding to NRP-1, fluorescence polarization; inhibition, % at 25 µM; actives 0.85% (n = 360,000); AID 602438;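 active = inhibition or corrected inhibition above about 18%, plus a signal ratio from 0.5 to 1.5, limit read from the data, passing the limit was not always enough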; also: strong numbers were not always called active
Target sequence (O14786 whole entry, looked up): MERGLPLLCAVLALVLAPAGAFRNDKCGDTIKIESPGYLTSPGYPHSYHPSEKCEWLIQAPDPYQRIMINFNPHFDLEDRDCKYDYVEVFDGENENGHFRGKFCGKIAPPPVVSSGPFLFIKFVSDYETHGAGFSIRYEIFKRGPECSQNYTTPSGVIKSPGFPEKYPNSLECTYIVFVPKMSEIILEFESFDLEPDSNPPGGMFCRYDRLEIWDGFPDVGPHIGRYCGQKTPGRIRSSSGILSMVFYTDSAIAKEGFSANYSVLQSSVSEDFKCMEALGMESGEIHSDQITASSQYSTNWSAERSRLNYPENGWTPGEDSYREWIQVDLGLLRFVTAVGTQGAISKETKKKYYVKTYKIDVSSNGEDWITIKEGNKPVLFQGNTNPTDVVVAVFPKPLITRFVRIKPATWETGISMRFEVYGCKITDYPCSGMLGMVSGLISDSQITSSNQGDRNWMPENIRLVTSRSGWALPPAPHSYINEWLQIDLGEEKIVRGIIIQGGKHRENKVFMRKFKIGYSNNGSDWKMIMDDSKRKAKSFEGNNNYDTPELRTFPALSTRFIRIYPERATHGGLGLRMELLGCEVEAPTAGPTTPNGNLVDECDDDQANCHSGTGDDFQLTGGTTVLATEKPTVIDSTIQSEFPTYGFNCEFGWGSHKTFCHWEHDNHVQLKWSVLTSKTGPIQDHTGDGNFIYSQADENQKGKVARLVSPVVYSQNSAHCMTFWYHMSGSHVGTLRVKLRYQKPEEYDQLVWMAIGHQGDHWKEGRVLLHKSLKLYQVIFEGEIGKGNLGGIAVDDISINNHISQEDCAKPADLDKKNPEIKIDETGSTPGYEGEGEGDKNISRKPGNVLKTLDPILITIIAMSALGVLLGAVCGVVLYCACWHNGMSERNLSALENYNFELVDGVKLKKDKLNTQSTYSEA
SKN-1 inh: C. elegans SKN-1 inhibition; inhibition, % at 21.8 µM; C. elegans VP596 Pgst-4::GFP/RFP ratio, acrylamide-induced, 24 h; AID 624304; actives 0.49% (n = 360,000);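 active = interference check ratio from 0.5 to 1.5 plus GFP to RFP signal ratio inhibition reaching or exceeding a fixed threshold, cut at about 30% in these data, passing the limit was not always enough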; also: some compounds called inactive have numbers as strong as hits
Neddylation inh: inhibitors of human cullin neddylation | TR-FRET cullin neddylation, biochemical | actives 0.58% (n = 360,000) | calls only at 25 µM | AID 651699; in the data active = inhibition above about 36%
SUMO1 PPI mod: modulators of human SUMO1-mediated protein-protein interactions | actives 0.33% (n = 360,000) | P63165 | AID 602429 | inhibition, % at 20 µM | SUMO1 binding to a labelled peptide, TR-FRET, 1 h; in the data active = inhibition above about 37%
Target sequence (P63165 whole entry, looked up): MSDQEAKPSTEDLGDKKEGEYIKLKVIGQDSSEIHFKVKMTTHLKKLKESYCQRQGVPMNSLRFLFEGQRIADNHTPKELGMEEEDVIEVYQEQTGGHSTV
LMPTP block: LMPTP (human) inhibition | P24666 | recombinant LMPTP-A, OMFP fluorogenic substrate, fluorescence intensity | inhibition, % at 20 µM | actives 0.22% (n = 360,000);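 active = compounds that cut the enzyme signal by at least half of the control window in the single-dose screen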;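 also: plate controls were DMSO wells with enzyme plus substrate for no effect and substrate without enzyme for full effect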
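Test system – LMPTP-A phosphatase enzyme · Quantity – 0.625 nM LMPTP-A final · Reagent – OMFP substrate, 400 µM final · Dosing – one test concentration per compound, 20 µM, with 3% DMSO overall · Timing – 50 min enzyme reaction at room temperature, protected from light · Detection – fluorescence intensity · Controls – substrate-only low control, DMSO enzyme-plus-substrate high control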
NadD inh: inhibitors of Staphylococcus aureus NadD; actives 0.78% (n = 360,000); inhibition, % at 20 µM; purified NadD enzyme, colorimetric absorbance read-out; in the data active = inhibition above about 26%; also: some compounds past the cut are filed as inactive
DNMT1 block: DNMT1 (human) enzyme inhibition; actives 0.83% (n = 360,000); P26358; DNMT1 molecular beacon, Hinp1I cleavage, fluorescence; inhibition (reported as % activation of signal), % at 10 µM; in the data active = inhibition above about 50%
STEP inh: blocks human striatal-enriched tyrosine phosphatase; recombinant STEP, OMFP fluorogenic substrate, fluorescence; inhibition, % at 20 µM; actives 0.25% (n = 360,000); AID 588621;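 active = inhibition at 20 µM, scaled per plate between control wells, above about 37%, limit read from the data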;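 also: 0% = DMSO with enzyme and substrate and 100% = substrate only without enzyme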
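System: isolated STEP enzyme; schedule: 20 min enzyme reaction at room temperature, protected from light; medium: Bis-Tris buffer pH 6.0, 2.5 mM DTT, 0.005% Tween 20; signal: fluorescence, 480/540 nm; dosing: single compound dose of 20 µM, 1% DMSO final; also added: OMFP substrate, 25 µM final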
Scp-1 inhibitor: blocks human Scp-1 phosphatase activity; Q9GZU7; Recombinant Scp1, phosphopeptide, malachite green phosphate absorbance; inhibition, % at 20 µM; actives 0.88% (n = 340,000); AID 493091;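 active = inhibition above about 50% at 20 µM, limit read from the data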;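 also: plate controls were DMSO wells with enzyme for no effect and wells lacking enzyme for full effect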
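Assay system: SCP-1 catalytic fragment, aa 76-261 | Buffer or medium: Tris acetate buffer pH 5.5 with MgCl2 and Tween-20 | Compound: One concentration, 20 µM, with 1.0% DMSO | Also added: Phospho 17-mer peptide substrate | Signal: Absorbance at 630 nm | Incubation: 45 min enzyme reaction at room temperature | Measure: % inhibition of SCP-1 phosphate liberation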
Tb MetRS inh: Trypanosoma brucei MetRS inhibition; purified T. brucei MetRS, ATP depletion, Kinase-Glo luminescence; inhibition, % at 11.9 µM; actives 0.4% (n = 360,000); AID 624268;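 active = inhibition above a per-plate cutoff of the control wells' mean inhibition plus 3 SD, cut at about 5.5% in these data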;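 also: 0% = DMSO wells median and 100% = median of wells with control inhibitor compound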
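Material: parasite MetRS enzyme / Replication: singlicate, one well per compound / Signal: luminescence of leftover ATP / Schedule: 2 h aminoacylation at 25 °C after 15 min preincubation / Medium: HEPES-MgCl2-KCl buffer plus DTT, spermine, BSA, pyrophosphatase / Doses: 11.9 µM single point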
Numbers without * were called inactive; i = inactive; / = not tested or not shown. An unsorted share of the library (roughly 4.6% active in at least one column).

canonical_smiles,SKN-1 inh,LMPTP block,Scp-1 inhibitor,NadD inh,SUMO1 PPI mod,Tb MetRS inh,CendR NRP1 mod,Neddylation inh,STEP inh,DNMT1 block
COc1ccc(C(O)c2nc(-c3cncnc3)cs2)cc1 (centres undefined),0.9,-0.7,/,-2.3,2.0,0.3,-6.7,i,0.4,1.5
COC(=O)C1C2CC3c4[nH]c5cc(OC)ccc5c4CCN3CC2CC(OC2CCCCO2)C1OC (centres undefined),-4.4,0.9,/,3.0,-8.7,0.0,-48.3,i,0.8,-7.2
CN(Cc1cc(=O)[nH]c2ccccc12)C(=O)c1ccccc1,11.8,1.3,5.5,-4.0,2.8,1.1,-3.4,i,-1.7,1.4
COc1ccc(NC(=O)c2ccc(C)cc2)c[n+]1[O-],9.8,-1.4,-12.3,-9.2,-0.9,-0.4,2.3,i,1.3,1.5
COc1cc(CNc2ccccc2SC)cc(OC)c1OC,-0.8,0.0,-4.0,-4.1,-1.0,-1.6,3.1,i,-1.9,-0.9
COc1ccccc1[C@@H]1C(c2cccc(C)c2)=NN(c2ccccc2)[C@H]1C(=O)N1CCOC1=O,5.0,-0.9,-2.7,9.3,-5.6,0.2,3.1,i,-1.2,-3.4
O/N=C/c1ccccc1OCc1ccccc1F,2.1,2.1,-9.7,-5.8,2.5,1.2,2.4,i,0.9,11.4
CC(C)NC[C@H](O)COc1ccc(CC(N)=O)cc1,4.2,0.9,-14.5,0.0,-2.3,-1.2,-0.6,i,-2.3,-5.2
COc1ccc(Cl)cc1S(=O)(=O)n1cnc2ccccc21,-20.6,-2.6,-7.9,2.4,2.8,0.0,12.3,i,1.9,-0.5
CCOC(=O)C1CCCN(C(=O)COc2ccc(N(C)S(=O)(=O)c3ccc(F)cc3)cc2)C1 (centres undefined),-10.4,-1.6,-4.3,-5.0,5.0,-0.6,-1.6,i,3.4,-0.5
NC(=O)CC[C@@H]1NC(=O)[C@H](Cc2ccc(O)cc2)NC(=O)c2cc([N+](=O)[O-])cc(F)c2OCC[C@@H](C(N)=O)NC1=O,8.4,-1.7,5.4,-1.5,-15.1,0.3,1.1,i,-0.4,1.0
COCCNC(=S)N(c1ccccc1)C(C)C,-14.8,0.2,9.2,-4.0,-3.6,1.0,-9.2,i,1.0,-2.5
CCOC(=O)C1=C(C)Nc2nnnn2C1c1cccnc1 (centres undefined),-6.1,-9.2,-5.2,-0.1,2.2,0.7,4.8,i,-7.4,-2.0
COc1cccc(C(=O)NCCS(=O)(=O)N2CCN(c3ccccc3)CC2)c1OC,1.1,-2.0,/,-2.4,4.2,-0.4,25.0*,i,0.1,-0.6
CCOC(=O)C(C(=O)OCC)C(=O)c1cc(OC)c(OC)c(OC)c1,-12.5,0.5,-1.8,-5.6,-2.3,0.1,2.2,i,2.1,-0.3
COc1ccc(C(=O)N2CCc3cc(OC)c(OC)cc3C2c2ccc(OC)c(OC)c2)cc1 (centres undefined),-13.0,-1.5,4.5,-1.8,4.5,-1.0,10.5,i,0.5,-3.6
COCCN(C(=O)C1CCCC1)c1c(N)n(Cc2ccccc2)c(=O)[nH]c1=O,-1.5,1.0,6.2,-0.4,-1.4,-0.5,23.6,i,-3.6,1.6
CN(CCC#N)C(=O)COC(=O)c1ccc(Cl)c(S(N)(=O)=O)c1,1.9,-2.3,-4.9,-5.2,-2.4,0.0,-5.7,i,-2.3,-0.3
Cc1cc(C(=O)N2CCOCC2)c(C)o1,-2.1,-0.7,-9.6,-5.8,-0.5,-0.3,-0.6,i,-2.2,-3.0
CN1CCN(c2ccc(-c3cccc(NC(=O)COc4ccc(Cl)cc4)c3)nn2)CC1,-4.3,-6.4,-6.6,-6.4,-20.8,-0.3,-3.2,i,6.5,-5.9
CCOC(=O)c1cc(-c2cccs2)nc2onc(C)c12,12.3,0.6,-9.1,-0.2,-7.3,-0.5,4.2,/,-4.3,-4.7
CCC(=O)Nc1nc(C)c(-c2csc(Nc3cccc(O)c3)n2)s1,12.6,3.0,-7.3,9.8,-14.8,-0.7,-18.4,i,-1.7,-12.7
O=C(O)CCCC(=O)Nc1ccc(Cl)c(Cl)c1,-2.4,-0.8,-7.1,5.4,2.8,-0.3,-7.0,i,-2.1,1.1
Cc1ccc(S(=O)(=O)CCSc2ccc(C(F)(F)F)cn2)cc1,0.9,-0.4,-2.2,-4.3,1.9,-0.3,4.2,i,-1.5,-2.0

Laid out differently: entries from further up
SKN-1 inh	LMPTP block	Scp-1 inhibitor	NadD inh	SUMO1 PPI mod	Tb MetRS inh	CendR NRP1 mod	Neddylation inh	STEP inh	DNMT1 block	structure
-4.3	-6.4	-6.6	-6.4	-20.8	-0.3	-3.2	i	6.5	-5.9	CN1CCN(c2ccc(-c3cccc(NC(=O)COc4ccc(Cl)cc4)c3)nn2)CC1
12.3	0.6	-9.1	-0.2	-7.3	-0.5	4.2	/	-4.3	-4.7	CCOC(=O)c1cc(-c2cccs2)nc2onc(C)c12
12.6	3.0	-7.3	9.8	-14.8	-0.7	-18.4	i	-1.7	-12.7	CCC(=O)Nc1nc(C)c(-c2csc(Nc3cccc(O)c3)n2)s1

Continued.
canonical_smiles,SKN-1 inh,LMPTP block,Scp-1 inhibitor,NadD inh,SUMO1 PPI mod,Tb MetRS inh,CendR NRP1 mod,Neddylation inh,STEP inh,DNMT1 block
Cc1cccc(C)c1OCCCn1ccnc1,1.8,-0.7,-0.6,1.6,5.4,0.2,-2.2,i,2.8,0.2
O=C1S/C(=C\c2ccc(N3CCOCC3)o2)C(=O)N1c1ccccc1,10.7,-0.1,0.7,11.2,-64.5,0.6,134.4,i,-16.3,10.4
O=C(NCc1cccnc1)C1CCCN(S(=O)(=O)c2ccccc2)C1 (centres undefined),-2.9,-1.2,3.5,-2.0,0.4,-1.0,-0.4,i,-0.5,2.8
COc1ccc(OC)c(C2Nc3c(Cl)ccc(C(=O)O)c3C3C=CCC32)c1 (centres undefined),7.9,0.6,-8.4,-1.9,21.1,-0.3,1.7,i,1.1,-0.5
Cc1cc(C)cc(NC(=O)COC(=O)c2n[nH]c3ccccc23)c1,2.9,0.3,6.3,-10.0,1.1,0.8,-1.3,i,1.6,-1.9
CCCc1nc2ccccc2c(C(=O)OC(C)C(=O)NCc2ccc3c(c2)OCO3)c1CC (centres undefined),-3.7,3.6,0.9,2.1,2.2,0.1,-1.3,i,1.0,-7.3
O=[N+]([O-])c1ccc(NCc2ccncc2)cc1,11.8,0.5,-4.5,0.2,-23.6,-0.8,1.2,i,1.9,-1.6
CCOC(=O)c1nc(N)c(=O)n(-c2ccc(C)cc2)n1,-26.6,0.8,-0.3,-9.3,-12.3,-0.9,4.1,i,1.9,6.8
COc1ccc(CC(N)c2csc(NC(=O)NCCc3ccccc3)n2)cc1 (centres undefined),-16.2,-0.1,/,2.9,-5.7,-0.1,19.0,i,0.0,-5.2
Cc1cc(=O)oc2cc(NC(=O)CCOc3ccccc3)ccc12,-6.3,-0.3,23.2,-6.8,7.1,0.6,0.5,i,17.6,4.5
C/C(=N/NC(=O)CNC(=O)COc1cccc(C)c1)c1ccc(Cl)cc1,5.0,-1.3,-8.2,9.5,1.3,0.5,-2.6,i,0.0,15.7
O=C(CSC1=NCCS1)Nc1ccc(S(=O)(=O)NC2CCCCC2)cc1,-7.8,0.3,-2.0,-0.6,2.4,-1.1,11.9,i,1.0,-1.6
CCOC(=O)c1cccc(NS(=O)(=O)c2ccc(NC(C)=O)cc2)c1,21.3,-0.3,-1.8,1.2,-0.9,0.1,12.4,i,-2.1,0.1
COc1ccc(NC(=O)/C(C#N)=C/c2cc(C)n(-c3ccc(N4CCOCC4)c([N+](=O)[O-])c3)c2C)cc1,9.2,2.0,-5.5,17.6,-1.8,0.2,7.9,i,-2.1,-6.7
Cc1ccc(C(=O)N2CCN(S(=O)(=O)N3CCCCC3)CC2)cc1,4.9,-1.6,-4.8,-5.7,1.0,0.6,-3.0,i,-3.4,-0.9
Cc1nccc(-c2cccc(N/N=C(\C#N)C(=O)c3ccccc3)c2)n1,-3.2,3.3,-26.6,9.1,-2.1,-0.5,-7.5,i,-0.8,0.3

Three entries out of the list above, sorted by their value in STEP inh, smallest number first:
Compound | STEP inh
CCC(=O)Nc1nc(C)c(-c2csc(Nc3cccc(O)c3)n2)s1 | -1.7
Cc1nccc(-c2cccc(N/N=C(\C#N)C(=O)c3ccccc3)c2)n1 | -0.8
COc1ccc(NC(=O)c2ccc(C)cc2)c[n+]1[O-] | 1.3

(cont.)
canonical_smiles,SKN-1 inh,LMPTP block,Scp-1 inhibitor,NadD inh,SUMO1 PPI mod,Tb MetRS inh,CendR NRP1 mod,Neddylation inh,STEP inh,DNMT1 block
CCn1cc(C(=O)N[C@H](C)c2ccccc2)c(=O)c2cc(F)c(N3CCN(C)CC3)cc21,5.1,-0.5,-7.2,0.4,-2.4,-0.7,0.1,/,-1.5,-4.4
CSc1nncc(/C(C)=N\Nc2ccccc2C)n1,-5.4,0.7,2.9,9.5,-9.2,0.8,8.6,i,-0.5,1.7
Cc1cccc(OC(=O)c2cccnc2)c1,1.5,-1.6,-3.9,-6.3,6.5,-0.7,3.6,i,0.0,-3.4
COc1ccc(Oc2c(-c3ccc(O)cc3O)n[nH]c2C)cc1,-3.0,-0.6,-8.8,0.5,5.6,-0.4,1.6,i,-3.3,-11.5
O=C(NCC1COc2ccccc2O1)c1ccc(Cl)cc1 (centres undefined),-6.9,-0.4,-13.4,-3.3,3.3,0.9,11.9,i,1.5,0.3
COc1cc(CNc2ncnc3c2ncn3[C@H]2CN(CCc3ccccc3)C[C@@H](CO)O2)cc(OC)c1OC,-3.2,0.2,/,0.5,1.8,-0.3,8.9,i,-2.3,-3.7
Cn1cnnc1SCC(=O)N1CCc2ccccc2C1,11.9,-0.1,/,1.0,5.9,0.0,7.3,i,0.7,1.5
CN[C@H](CC(=O)O)C(=O)O,10.2,-0.6,-6.3,4.2,-1.3,-0.6,-6.6,i,-1.8,-0.3
